TRPV1 ag = HTS Assay for Compounds that Act as Agonists of the Vanilloid Receptor 1 | Transient receptor potential cation channel subfamily V member 1 (Homo sapiens), Q8NER1 | 320,000 tested, 0.19% active | activation, % at 8.33 µM | TRPV1-expressing cells, Fluo-8 calcium influx, agonist mode; in the data active means activation above about 80%; inconclusive means between about 30% and that limit; further: 0% is about no effect
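TRPV1-expressing cells were cultured overnight at 35.5C and loaded with Fluo-8 calcium dye for 40 to 90 min at room temperature. After a 10 s baseline, compound was added and calcium influx was read kinetically for 3 min (ex 480/em 520 nm).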
FBPA coupling cs = qHTS Assay for Inhibitors of Fructose-1,6-bisphosphate Aldolase from Giardia Lamblia: Coupling assay counterscreen | AID 2472, 2010 | activity change, negative = inhibition, % at 58.2 µM, hits read low | coupling enzyme system counterscreen, AmpLite Red fluorescence | 290,000 tested, 0.67% active; in the data active means activity change below about -30%; further: on the % scale 0 is the no-effect control and ±100 the full control effect
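Counterscreen lacking aldolase: glyceraldehyde-3-phosphate coupling-enzyme reagent preincubated 10 min at RT with compound (at 57.5 uM final), then substrate/coupling system with AmpLite Red added; fluorescence read at 525/598 nm after 20 min RT.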
a7 integrin act = qHTS for Activators of Integrin-Mediated Alleviation for Muscular Dystrophy | AID 624291, 2012 | Potency, µM (highest dose often 38.3 µM), for inactives: top-dose activation, most hits filed as activators | 350,000 tested, 0.064% active | alpha7betagal myoblasts, beta-gal FDG fluorescence, 48 h;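 further: potency means the concentration at half of the fitted maximal effect; 100% = response of the positive control SU9516; nearly all actives have a fitted effect of over 60% in size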
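alpha7betagal+/- myoblasts (passage 13, 250/well) treated 48 h at 37C with compounds at 1:260 dilution of DMSO stock. Lysed, then beta-galactosidase activity read as FDG fluorescence (ex 480/em 540) after 30 min, with pre-read for autofluorescence.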
AT treatment = qHTS Assay for Identifying a Potential Treatment of Ataxia-Telangiectasia; […] A-T fibroblasts, KAP-1 phosphorylation AlphaLISA; neocarzinostatin DNA damage 30 min before lysis; Potency, µM (top dose mostly 57.5 µM), for the others: at the highest dose activation, most hits filed as activators; 320,000 tested, 0.19% active; AID 485349, 2010; further: potency means the concentration at half of the fitted maximal effect; % of control where 0% means no effect; nearly all actives have a fitted effect of over 45% in size
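hTERT-immortalized A-T patient fibroblasts ([…]), 500 cells/well in OPTI-MEM, 1% FBS, got compounds for 60 min, then NCS for 30 min at 37C. Lysates were then assayed for phospho-KAP-1 by AlphaLISA (anti-pKAP1 donor, anti-KAP1 acceptor beads), 6 hr at 25C.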
hERG WT inh = qHTS for Inhibitors of KCHN2 3.1: Wildtype qHTS; U2OS, BacMam KCNH2, thallium flux FluxOr; stronger effect = lower value; activity change, % at 1.84 µM; 340,000 tested, 0.37% active; AID 720551, 2013;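 active means maximum activity change below -70%; inconclusive means maximum activity change between -70% and -50%; inactive means maximum activity change above -50%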; further: on the % scale 0 is the no-effect control and ±100 the full control effect
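U2OS cells were transduced with wild-type KCNH2 virus (2.03 x 10^8 / mL) for 4 h at room temperature, then cultured overnight at 37 C. Thallium flux was read with FluxOr dye. Rate constants were normalized to DMSO controls.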
KCNH2 3.1 inh = qHTS for Inhibitors of KCHN2 3.1: Mutant qHTS | Potassium voltage-gated channel subfamily H member 2, brain isoform KCNH2 3.1 (human) | U2OS KCNH2 3.1, thallium flux FluxOr; stronger effect = lower value | activity change, % (tested at about 1.8 µM) | 340,000 tested, 0.95% active;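 active means maximum activity change below -70%; inconclusive means maximum activity change from -70% to -50%; inactive means maximum activity change above -50%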;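 further: thallium influx rate constant from kinetic fluorescence after stimulation buffer; on the % scale 0 is the no-effect control and ±100 the full control effect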
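FluxOr-based Tl+ influx in U2OS cells transduced with KCNH2 3.1 virus; rate constants normalized to DMSO controls.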
MLL CXXC-DNA inh = qHTS Fluorescence Polarization Assay for Inhibitors of MLL CXXC domain - DNA interaction; MLL-CXXC / FITC-HOXA9 DNA fluorescence polarization; Potency, µM (highest dose often 115 µM), without a hit: top-dose activity change, negative = inhibition, actives largely listed as inhibitors; 290,000 tested, 0.037% active; active means well fitted inhibition curve with a large enough effect in the polarisation, with a control signal flat, not every such curve was filed as active; inconclusive means small, poorly fitted or top-dose-only effect, or effect the other way, or a change in a side signal; inactive means no such curve, though single readings can be large or run the other way; the % refers to the polarisation; further: potency means the concentration at half of the fitted maximal effect
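Purified MLL-CXXC (added from a 7 uM solution) was preincubated 5 min at ambient with pinned compounds in 50 mM Tris-HCl pH 7.5, 50 mM NaCl, 1 mM DTT, 0.05% BSA. Fluorescein-labeled HOX-A9 DNA (50 nM solution) followed, 30 min, then polarization read.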
GALK inh = qHTS Assay for Inhibitors of Human Galactokinase (GALK) | Purified GALK, Kinase-Glo residual ATP luminescence | 270,000 tested, 0.007% active | AID 1868, 2009 | Potency, µM (titrated, usually from 57.5 µM), inactives show at the highest dose activity change, negative = inhibition, most hits filed as inhibitors | P51570; further: potency means the concentration at half of the fitted maximal effect; on the % scale 0 is the no-effect control and ±100 the full control effect
Target sequence (P51570 whole entry, looked up): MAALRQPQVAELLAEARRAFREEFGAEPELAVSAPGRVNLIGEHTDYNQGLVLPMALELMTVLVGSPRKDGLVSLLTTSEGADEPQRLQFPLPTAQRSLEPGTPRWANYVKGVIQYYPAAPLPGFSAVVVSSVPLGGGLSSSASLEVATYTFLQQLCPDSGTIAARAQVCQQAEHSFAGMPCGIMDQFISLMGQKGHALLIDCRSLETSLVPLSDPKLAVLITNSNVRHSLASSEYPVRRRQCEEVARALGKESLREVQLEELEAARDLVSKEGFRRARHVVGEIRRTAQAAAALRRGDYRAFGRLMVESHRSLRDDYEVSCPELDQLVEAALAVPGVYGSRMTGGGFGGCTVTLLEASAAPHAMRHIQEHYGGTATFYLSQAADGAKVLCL
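Quantitative HTS: GALK 5 nM, ATP 35 uM, galactose 100 uM, 1 h room temperature, then luciferase-based ATP detection.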
MBNL1 CUG block = qHTS Assay for Inhibitors of MBNL1-poly(CUG) RNA binding. TR-FRET MBNL1-His/biotin-(CUG)12 binding, 665/545 ratio. Muscleblind-like protein 1 (Homo sapiens), Q9NR56. 280,000 tested, 0.036% active. AID 2675, 2010. Potency, µM (top dose mostly 57.5 µM), for the others: at the top dose activity change, negative = inhibition, usual class: inhibitors; active means well fitted inhibition curve with a large enough effect in the signal ratio, with a control signal flat, not every such curve was filed as active; inconclusive means small, poorly fitted or top-dose-only effect, or effect the other way, or a change in a side signal; inactive means no such curve, though single readings can be large or run the other way; the % refers to the signal ratio; further: potency means the concentration at half of the fitted maximal effect; on the % scale 0 is the no-effect control and ±100 the full control effect
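TR-FRET between His-tagged MBNL1 and biotin-(CUG)12 RNA, detected with Tb anti-His antibody (0.055 ng/ul) and streptavidin-XL665 (5 nM), 60 min at room temperature. Compounds titrated 92 nM to 58 uM; 665/545 nm ratio normalized to buffer and complex controls.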
ASM inhibitor = Inhibitors of Secretory Acid Sphingomyelinase (S-ASM): qHTS | Sphingomyelin phosphodiesterase (Homo sapiens), P17405 | placental ASM, HMU-PC fluorogenic substrate, 60 min | Potency, µM (doses to about 57.5 µM), inactives show at the highest dose activity change, negative = inhibition, usual class: inhibitors | 340,000 tested, 0.006% active | AID 504937, 2011; further: potency means the concentration at half of the fitted maximal effect
Target sequence (P17405 47-631 limits assumed): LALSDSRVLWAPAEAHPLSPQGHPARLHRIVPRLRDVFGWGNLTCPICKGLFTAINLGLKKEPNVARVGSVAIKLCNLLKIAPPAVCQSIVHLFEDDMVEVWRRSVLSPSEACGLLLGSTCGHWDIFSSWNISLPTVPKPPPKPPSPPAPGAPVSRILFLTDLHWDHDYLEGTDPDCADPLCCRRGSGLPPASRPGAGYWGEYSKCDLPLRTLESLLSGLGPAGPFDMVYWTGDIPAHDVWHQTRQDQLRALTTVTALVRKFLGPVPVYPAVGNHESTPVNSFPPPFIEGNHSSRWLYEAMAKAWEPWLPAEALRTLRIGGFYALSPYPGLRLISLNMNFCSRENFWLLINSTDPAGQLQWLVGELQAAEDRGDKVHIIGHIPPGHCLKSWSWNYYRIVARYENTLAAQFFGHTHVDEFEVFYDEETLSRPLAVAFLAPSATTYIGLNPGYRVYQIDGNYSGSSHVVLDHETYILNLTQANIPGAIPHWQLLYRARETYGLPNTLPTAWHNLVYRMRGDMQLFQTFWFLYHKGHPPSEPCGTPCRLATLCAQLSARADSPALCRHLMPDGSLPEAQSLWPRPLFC
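Fluorescence read-out (Ex 386 nm, Em 447 nm) after stopping the reaction at pH 10. Enzyme: ASM from human placenta; substrate HMU-PC0, 9 uM final; 60 min, 37 °C. Compound preincubation 10 min, ambient temperature.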
* marks the source's active call; other numbers are inactive results; ? = inconclusive; nt = not tested or not shown; [ ] = another dose, or the depositor's remark. Unless noted, the call rests on the fitted dose curve; in most records, active means well fitted curve in the direction sought with a large enough effect; inconclusive means small, poorly fitted or top-dose-only effect, or another doubt; inactive means no such curve, though single readings can be large; an effect the other way counts as inactive or inconclusive.

SMILES	TRPV1 ag	FBPA coupling cs	a7 integrin act	AT treatment	hERG WT inh	KCNH2 3.1 inh	MLL CXXC-DNA inh	GALK inh	MBNL1 CUG block	ASM inhibitor
COc1ccc(-c2nn(-c3ccccc3)cc2C(=O)N(C)C)cc1	3	2	-52%[inhibitor]	-3%	6	-12	14%	-2%	-1%	-5%
CCCCn1c(N)c(N(Cc2ccccc2OC)C(=O)C(C)C)c(=O)[nH]c1=O	?	nt	3%	1%	-6	nt	-9%	-3%	-7%	2%
CCC(C)Sc1ccc([C@H]2N[C@@](Cc3ccccc3)(C(=O)OC)[C@H]3C(=O)N(CC)C(=O)[C@@H]23)cc1 (stereo not given in full)	?	nt	-30%	2%	-13	-5	nt	nt	nt	-11%
COc1ccccc1NC(=O)c1c[nH]c2ccccc12	12	-7	?	-1%	21	-2	7%	1%	0%	-2%
COc1ccc(S(=O)(=O)N2CCC(O)(c3cccnc3)CC2)cc1OC	-9	2	-1%	-1%	1	4	0%	-1%	-6%	-1%
CCN1CCN(c2ccc(NC(=O)c3cccc(OCc4ccccc4)c3)cc2)CC1	-2	-6	-49%[inhibitor]	3%	?	7	11%	1%	-2%	-14%
CCC1(c2ccc(F)cc2)NC(=O)N(CC(=O)Nc2ccc(-c3nc4ccc(C)cc4s3)cc2)C1=O (stereo not given)	-1	1	-29%	0%	-5	-14	10%	-3%	87%[activator]	52%[activator]
CSc1ccc(/C=N/NC(=O)c2sccc2C)cc1	?	1	0%	11%	-4	-8	3%	1%	-1%	9%
CC1=CC2=NCC(O)CN2C=C1 (stereo not given)	-6	1	-3%	-3%	-6	-1	14%	0%	-6%	-1%
O=C(C1=NN[C@@H]2C(=O)N(c3cccc(F)c3)C(=O)[C@H]12)C(c1ccccc1)c1ccccc1	?	-3	23%	-1%	1	5	14%	0%	35%[activator]	-3%
Cc1cc2nc3c(c(C(F)(F)F)n2n1)CCCC3	-1	2	?	1%[11.5 µM]	-4	2	26%	-1%	1%	1%
O=C(COc1ccc(-c2nnco2)cc1)Nc1ccc(C(F)(F)F)cc1	20	nt	-7%	23%	1	-27	nt	nt	nt	-2%

Just MLL CXXC-DNA inh, KCNH2 3.1 inh and FBPA coupling cs (2 entries from above):
| Molecule | MLL CXXC-DNA inh | KCNH2 3.1 inh | FBPA coupling cs |
| --- | --- | --- | --- |
| CCN1CCN(c2ccc(NC(=O)c3cccc(OCc4ccccc4)c3)cc2)CC1 | 11% | 7 | -6 |
| COc1ccccc1NC(=O)c1c[nH]c2ccccc12 | 7% | -2 | -7 |

Back to the main list, starting 5 compounds before the break.
SMILES	TRPV1 ag	FBPA coupling cs	a7 integrin act	AT treatment	hERG WT inh	KCNH2 3.1 inh	MLL CXXC-DNA inh	GALK inh	MBNL1 CUG block	ASM inhibitor
CSc1ccc(/C=N/NC(=O)c2sccc2C)cc1	?	1	0%	11%	-4	-8	3%	1%	-1%	9%
CC1=CC2=NCC(O)CN2C=C1 (stereo not given)	-6	1	-3%	-3%	-6	-1	14%	0%	-6%	-1%
O=C(C1=NN[C@@H]2C(=O)N(c3cccc(F)c3)C(=O)[C@H]12)C(c1ccccc1)c1ccccc1	?	-3	23%	-1%	1	5	14%	0%	35%[activator]	-3%
Cc1cc2nc3c(c(C(F)(F)F)n2n1)CCCC3	-1	2	?	1%[11.5 µM]	-4	2	26%	-1%	1%	1%
O=C(COc1ccc(-c2nnco2)cc1)Nc1ccc(C(F)(F)F)cc1	20	nt	-7%	23%	1	-27	nt	nt	nt	-2%
CC1CN(S(=O)(=O)c2ccc(C(=O)Nc3nnc(-c4ccco4)o3)cc2)CC(C)O1 (stereo not given)	2	2	-20%	2%	0	-14	9%	-1%	?	-2%
CCCCn1c(SCC(=O)NCc2ccco2)nnc1-c1ccco1	-4	0	-15%	0%	16	6	-5%	3%	-10%	5%
O=C(CSc1nccn1-c1ccc(Cl)cc1)Nc1ccc2c(c1)OCO2	-3	6	19%	7%	1	-5	12%	-2%	3%	0%
COc1ccccc1NC(=O)COC(=O)C1CCN(/C=C/C(=O)C(F)(F)F)CC1	3	5	25%	3%	0	-21	16%	0%	-1%	3%
O=C(NC1CC1)C(Cl)c1ccccc1 (stereo not given)	0	1	0%	-7%	2	-6	-6%	0%	-6%	2%
O=C(NNC(=O)c1cc(-c2ccccc2)nn1-c1ccccc1)c1ccccc1	27	0	0%	21%	-11	-26	4%	0%	0%	-11%
Cn1c(CSc2nc3ccccc3s2)nnc1SCC(=O)NCCN1CCOCC1	2	4	-23%	nt	-4	-3	0%	0%	0%	8%
CCn1c2ccccc2c2nnc(NN)nc21	0	-8	-9%	8%	-2	6	-7%	3%	?	-10%
O=C(NCC(c1ccco1)N1CCc2ccccc21)C(=O)Nc1ccccc1 (stereo not given)	2	nt	2%	-2%	-4	1	nt	nt	nt	0%
N#Cc1c(N)nc2c3c(sc(=N)c2c1N)NC(=O)CC3c1ccccc1Cl (stereo not given)	-2	0	-56%[inhibitor]	-10%	-10	0	1%	-2%	1%	nt
Cc1cccc(OCCNc2nc3c(c(=O)n(C)c(=O)n3C)n2C)c1	-3	13	-3%	14%	-7	-2	-2%	6%	-9%	2%
O=C(Cc1cccs1)N(Cc1ccco1)C1(C(=O)NC2CCCCC2)CCCCC1	-1	1	-3%	nt	0	-1	-14%	0%	-8%	0%
COc1cc([N+](=O)[O-])cc(/C=N/NC(=O)C(O)(c2ccccc2)c2ccccc2)c1O	-3	0	?	-1%	18	2	4%	3%	?	-4%
CCCNC(=O)c1onc(CSc2ccccn2)c1C(=O)NCCC	25	1	3%	3%	-4	-12	-2%	-1%	-6%	6%
CC(=O)NNC(=O)c1cc2c3ccccc3n(C)c2s1	1	1	8%	-6%	-15	-3	0%	7%	8%	4%
Cc1cc(C)nc(NC(=O)c2cnc3sccn3c2=O)n1	-1	2	-53%[inhibitor]	-2%	24	15	4%	1%	?	1%
Cc1ccc(CNC(=O)Nc2ccc(Cl)cc2)cc1	27	nt	16%	10%	-14	3	0%	2%	-2%	3%
COC(=O)Cc1[nH]n(-c2nc3ccccc3s2)c(=O)c1C(C)=O	0	4	30%	-1%	6	5	13%	-2%	2%	-2%
CCOc1ccc(CCN2C(=O)C(=O)N([C@@H](Cc3ccc(O)cc3)CN3CCC[C@@H]3CN3C(=O)C(=O)NC[C@@H]3Cc3ccccc3)C[C@@H]2Cc2ccccc2)cc1	nt	nt	36%	nt	7	5	nt	nt	nt	-12%
Cc1cc(C(F)(F)F)nc(SCCN2CCCCC2)c1C#N	1	3	-19%	8%	65	3	1%	-9%	3%	-1%
CC(=O)N1CCN(CC(O)COc2ccc(S(=O)(=O)N3CCOCC3)cc2)CC1 (stereo not given)	-2	nt	11%	12%	3	8	nt	nt	nt	1%
CCO[C@@H]1OC(C(=O)NC2CC2)=C[C@H](C)[C@H]1CCCO	24	4	-3%	13%	-6	-29	-10%	5%	-3%	7%
CC(C)(C)c1ccc(C(=O)NCc2nnc(SCC(=O)NCC3CCCO3)o2)cc1 (stereo not given)	-4	1	3%	-1%	4	11	5%	6%	-11%	-2%
CC[n+]1ccccc1/C=C1\Sc2ccc(C)cc2N1C	3	1	-62%[inhibitor]	-19%	-7	-14	?	4%	?	-4%
CCC(=O)NC(c1ccc(C)cc1)c1ccc2cccnc2c1O (stereo not given)	-1	1	-5%	-2%	7	-7	-28%	-1%	30%[activator]	1%
CC(C)(C)C(=O)Nc1cc(NC(=O)C(C)(C)C)cc(C(=O)NNC(=O)c2ccncc2)c1	-1	-1	28%	1%	12	9	-7%	nt	-3%	3%

This is a random part of the collection; about 2% have a hit in one of these screens.
